Source: PubChem BioAssay
RGS4-Gao reg: modulators of RGS4 binding to Galphao, primary screen, biochemical, multiplexed bead flow cytometry | actives lie on both sides | actives 0.33% (n = 220,000) | Guanine nucleotide-binding protein G(o) subunit alpha (Homo sapiens), P09471 | binding response (% of control), % at 10 µM; in the data active = binding response below about 49% or above about 150%; inactive = in between;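 also: fluorescent Galphao activated with aluminum fluoride binding bead-coupled RGS4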
Target sequence (P09471 whole entry, looked up): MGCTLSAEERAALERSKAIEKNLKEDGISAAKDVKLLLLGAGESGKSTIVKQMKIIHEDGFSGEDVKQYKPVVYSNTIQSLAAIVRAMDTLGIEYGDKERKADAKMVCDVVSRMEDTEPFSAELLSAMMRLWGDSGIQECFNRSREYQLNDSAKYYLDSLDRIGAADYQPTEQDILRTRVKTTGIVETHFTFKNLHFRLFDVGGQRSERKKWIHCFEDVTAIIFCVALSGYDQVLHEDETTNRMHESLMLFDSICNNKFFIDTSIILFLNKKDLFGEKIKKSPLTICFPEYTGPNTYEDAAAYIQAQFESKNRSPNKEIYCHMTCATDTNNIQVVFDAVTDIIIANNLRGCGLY
Bim-Mcl-1: inhibitors of Bim peptide binding to Mcl-1, primary screen, biochemical, bead-based flow cytometry, multiplex. Bim peptide-Mcl-1 binding. inhibition, % at 10 µM. actives 0.1% (n = 190,000); in the data active = inhibition above about 40%;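 also: 0% = no compound tracer wells and 100% = peptide blocker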
Target sequence (Q07820 whole entry, looked up): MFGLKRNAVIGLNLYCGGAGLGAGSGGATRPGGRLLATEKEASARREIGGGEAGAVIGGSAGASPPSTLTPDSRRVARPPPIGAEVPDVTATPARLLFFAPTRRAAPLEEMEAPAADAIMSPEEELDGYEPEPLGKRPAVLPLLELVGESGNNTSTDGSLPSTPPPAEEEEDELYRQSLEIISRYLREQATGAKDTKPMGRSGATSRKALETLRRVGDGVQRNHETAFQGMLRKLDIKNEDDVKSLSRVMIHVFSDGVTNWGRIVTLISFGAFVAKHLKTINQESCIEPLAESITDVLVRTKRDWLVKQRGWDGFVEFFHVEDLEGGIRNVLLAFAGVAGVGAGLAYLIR
ABCG2 inh: ABCG2 efflux pump inhibitors, primary screen, multiplex with ABCB1, IgMXP3 cells, flow cytometry; JC-1 efflux; Broad substrate specificity ATP-binding cassette transporter ABCG2 (Homo sapiens), Q9UNQ0; inhibition, % at 6.6 µM; actives 0.1% (n = 190,000);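 active = inhibition above 80%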;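 also: 0% = DMSO and 100% = nicardipine control wells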
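Test system: IgMXP3 cells (ABCG2) mixed with DDAO far-red-labelled CCRF-Adr cells (ABCB1). Reagent: JC-1 transporter substrate. Compound dosing: single test compound dose, 6.6 µM final. Times: 10 min compound exposure, 25 °C. Detection: flow cytometry of retained JC-1 fluorescence. Read-out basis: efflux inhibition in percent versus controls. Controls: nicardipine and DMSO wells.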
Pf gamet viab: late stage P. falciparum gametocyte viability inhibitors, primary screen, ATP luminescence, HTS; P. falciparum stage V gametocytes, 24 h; inhibition, % at 10.9 µM; actives 0.065% (n = 150,000); AID 743093, 2013;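 active = inhibition above the mean plus 3 SD of compounds within the control limits, set per campaign, cut at about 38% in these data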;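 also: 0% = DMSO wells and 100% = medium only without gametocytes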
Mcl1 Noxa PPI: Mcl-1/Noxa binding inhibitors, primary screen, biochemical, TR-FRET, 1536-well; inhibition, % at 21.7 µM; AID 1022, 2008; TR-FRET Mcl-1/Noxa peptide binding, 2 h; actives 1.5% (n = 220,000); Induced myeloid leukemia cell differentiation protein Mcl-1 (Homo sapiens), Q07820;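 active = compounds that cut the protein-peptide binding signal by more than 50% relative to plate controls in a single-dose test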;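 also: His-tagged Mcl-1 with rhodamine Noxa BH3 peptide and terbium anti-His antibody; 0% = Mcl-1 plus Noxa peptide wells and 100% = peptide-only wells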
Mcl1-Bid inh: Mcl-1/Bid binding inhibitors, primary screen, biochemical, TR-FRET, 1536-well. Induced myeloid leukemia cell differentiation protein Mcl-1 (Homo sapiens), Q07820. TR-FRET Mcl-1/Bid-Dy647 peptide binding. inhibition, % at 21.7 µM. actives 0.97% (n = 220,000). AID 1021, 2008;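 active = compounds that cut the binding signal by more than half at the single screening dose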;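 also: His-tagged Mcl-1 with europium anti-His antibody binding Bid BH3 peptide; 0% = Mcl-1 plus peptide wells and 100% = peptide-only wells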
GSH bead fluor: compound fluorescence on glutathione beads, profiling panel, artefact control, biophysical, 488/530 nm, flow cytometry; GSH beads flow cytometry, compound fluorescence 488/530 nm; hits give high values; fluorescence (KMESF) at 10 µM; actives 0.25% (n = 190,000); AID 1776, 2009; in the data active = fluorescence above about 89;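 also: glutathione beads carrying GST-tagged Bcl family fusion proteins plus one bare bead set; values are compound well signal with DMSO vehicle wells as background; inactives centre near 16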
ABCB1 block: ABCB1 efflux pump inhibitors, primary screen, cell-based, multiplex, flow cytometry, ABCG2 counter-screen. ATP-dependent translocase ABCB1 (Homo sapiens), P08183. CCRF-Adr cells, JC-1 efflux. inhibition, % at 6.6 µM. actives 0.067% (n = 190,000); in the data active = inhibition above about 40%;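 also: 0% = vehicle and 100% = reference inhibitor; higher value means more JC-1 retained so stronger ABCB1 efflux block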
Avidin bead fluor: green autofluorescence of compounds with avidin beads – biophysical, 488/530 nm, flow cytometry, artefact control, profiling panel. compound fluorescence 488/530 nm; hits give high values. fluorescence (KMESF) at 10 µM. actives 0.38% (n = 220,000); in the data active = fluorescence above about 47; also: inactives centre near 10
RGS7-Gao: RGS7-Galphao binding modulators, primary screen, biochemical, multiplexed bead flow cytometry. Guanine nucleotide-binding protein G(o) subunit alpha (Homo sapiens), P09471. actives lie on both sides. binding response (% of control), % at 10 µM. actives 0.35% (n = 220,000). AID 1439, 2008; in the data active = binding response below about 49% or above about 150%; inconclusive = no clear call, values can overlap the other calls; inactive = in between;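 also: fluorescent Galphao held in activated GDP-AlF4 state binding bead-coupled RGS7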
RGS8-Gao reg: RGS8-Galphao binding modulators, primary screen, biochemical, multiplexed bead flow cytometry | actives 0.34% (n = 220,000) | response (percent of control binding), % at 10 µM | Guanine nucleotide-binding protein G(o) subunit alpha (Homo sapiens), P09471 | actives lie on both sides; in the data active = response below about 60% or above about 140%; inactive = in between;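 also: Galphao activated as the GDP aluminium fluoride complex binding bead-coupled RGS8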
* = called active by the depositor; ? = inconclusive; · = no result given.

SMILES	RGS4-Gao reg	Bim-Mcl-1	ABCG2 inh	Pf gamet viab	Mcl1 Noxa PPI	Mcl1-Bid inh	GSH bead fluor	ABCB1 block	Avidin bead fluor	RGS7-Gao	RGS8-Gao reg
CC(C)(C)[C@@H]1C=C(C(=O)Nc2ccccc2)O[C@H](OCc2ccc(CO)cc2)C1	102.2	-4.0	17.7	·	-14.1	7.4	18	1.5	6	104.1	105.4
CCCCCC1CC(=O)C=C(C)C1C(=O)OC (centres undefined)	96.9	·	·	-4.9	-15.0	-29.4	·	·	7	?	99.1
CCOCCc1nnc(NC(=O)COC)s1	100.4	-2.0	-0.1	-12.3	-12.1	-29.8	14	0.1	10	99.9	102.2
CCS(=O)(=O)N1CCC(C(=O)NCCCN2CCCCCC2)CC1	101.6	-4.0	3.2	20.5	13.6	-18.9	26	0.6	14	100.8	101.4
COc1ccccc1CNC(=O)CSc1nc2ccccc2c(=O)n1CCCN1CCOCC1	97.9	0.0	1.9	-2.5	-14.5	-19.6	15	-0.4	9	90.3	101.4
Cc1cc(O)ccc1Nc1nc(-c2cccs2)cs1	103.2	-2.0	22.4	-30.7	23.1	-18.1	13	1.3	11	101.8	98.0
CCc1ccccc1N(C(C)=O)c1nc(CCl)cs1	96.0	-5.0	0.8	-13.6	-6.9	-77.4	26	0.4	13	93.4	99.4
Cc1ccc(NC(=O)Cc2c(Cl)cccc2Cl)cc1S(=O)(=O)N(C)C	96.7	0.0	3.6	·	2.7	-6.8	7	0.8	2	99.4	99.7
CC(C)(C)NC(=O)C(=O)NNC(=O)C12CC3CC(CC(C3)C1)C2	95.9	-4.0	6.2	·	-13.5	-3.0	26	0.5	14	96.9	96.6
C=CCn1c(SCc2cccc(F)c2)nc2cc(C(=O)N3CCC(C(N)=O)CC3)ccc2c1=O	101.1	-2.0	-5.0	17.6	19.9	9.6	14	3.2	1	100.2	100.7
O=C(N/N=C\c1cccs1)c1ccccc1-n1cccc1	80.4	-1.0	2.3	-6.4	13.9	-35.0	14	0.8	9	96.7	90.8
c1ccc2c(Nc3nnc(-c4ccncc4)s3)cccc2c1	102.0	-5.0	8.1	·	26.8	-4.4	20	2.6	8	99.6	100.4
CC(C)(C)n1nnnc1C(c1cccs1)N(Cc1ccccc1)Cc1ccco1 (centres undefined)	106.4	-2.0	0.4	·	7.9	-9.7	13	0.2	9	114.6	107.6
COc1cccc(CN2CCN(Cc3ccc(C)o3)CC2CCO)c1 (centres undefined)	97.9	0.0	1.2	13.4	-7.0	-8.6	8	0.3	9	101.2	102.1
CCOc1cc(C)c(Cl)cc1S(=O)(=O)NCCOC	101.4	-3.0	0.0	19.2	-8.6	-37.5	11	0.0	3	101.9	104.8
CCOC(=O)C1=C(C)NC2=C(C(=O)C(C(=O)OC)C(C)C2)C1c1ccc(OC)c(O)c1 (centres undefined)	103.4	-1.0	-0.1	-5.1	-11.1	-11.8	24	0.1	6	99.0	100.5
Cc1c(NC(=O)C(=O)/C=C(\O)c2ccc(Cl)cc2)c(=O)n(-c2ccccc2)n1C	99.5	-2.0	1.5	14.0	2.0	-41.8	10	0.4	13	94.4	99.0
O=C1CC(N(CCc2ccccc2)C(=S)Nc2ccccc2)C(=O)N1c1ccccc1 (centres undefined)	98.3	-6.0	-8.2	8.7	19.0	-13.3	13	-1.0	9	100.9	99.0
CCOc1ccccc1OCC(=O)Nc1nnc(C)s1	109.3	0.0	3.5	·	12.1	2.4	30	0.1	117*	130.9	104.2
COc1cccc(/C(O)=C2\C(=O)C(=O)N(c3ccccn3)C2c2cccc(OC)c2OC)c1 (centres undefined)	100.9	0.0	5.7	5.9	11.2	-95.8	9	0.9	10	101.7	100.0
COc1cc(OC)c(S(=O)(=O)Nc2ccccc2N2CCCCC2)cc1NC(C)=O	100.7	·	·	-5.5	10.4	-49.0	·	·	8	?	99.7
COCCCn1c(Cc2csc(Nc3ccccc3)n2)nnc1SCC(N)=O	100.5	0.0	-2.1	·	15.8	-27.6	15	-1.2	4	104.1	94.0
O=C(NC(CSSCC(NC(=O)c1ccccc1)C(=O)O)C(=O)O)c1ccccc1 (centres undefined)	101.0	0.0	4.4	·	-0.9	1.3	24	0.2	8	101.4	102.2
CC(=O)Nc1ccc(NC(=O)CCNS(=O)(=O)c2cccc3nsnc23)cc1	91.9	0.0	1.1	·	-10.2	-27.8	10	-0.1	9	?	96.0
Cc1ccc(S(=O)(=O)N/N=C2/CC(c3ccccc3)Oc3ccccc32)cc1 (centres undefined)	103.8	-3.0	0.0	·	23.1	-5.4	16	0.2	11	99.7	102.2
COc1cc(NC(=O)c2cccnc2SC)cc(OC)c1	103.8	-3.0	11.7	18.8	-1.4	1.1	15	0.3	8	?	100.9
COC(=O)c1ccc(NC(=O)CN2CCCC2)cc1	102.7	-4.0	3.4	·	10.6	-3.6	17	0.8	4	101.7	105.1
O=C(Cc1coc2ccc3ccccc3c12)NC1CCCc2ccccc21 (centres undefined)	84.6	-1.0	8.6	-4.2	25.1	-4.0	11	0.5	9	101.0	93.8
COc1ccc(NC(=O)Cn2c(NCC(C)O)nc3ccccc32)cc1Cl (centres undefined)	109.9	0.0	0.2	-12.2	22.6	-12.2	27	0.5	11	113.9	107.3
O=C(N/N=C/c1cccc([N+](=O)[O-])c1)c1ccc2c(c1)OCCO2	102.3	2.0	0.0	-12.2	-15.1	-21.3	21	-0.1	11	103.2	98.8

For reference, part of the list above:
SMILES	RGS4-Gao reg	Bim-Mcl-1	ABCG2 inh	Pf gamet viab	Mcl1 Noxa PPI	Mcl1-Bid inh	GSH bead fluor	ABCB1 block	Avidin bead fluor	RGS7-Gao	RGS8-Gao reg
CCOC(=O)C1=C(C)NC2=C(C(=O)C(C(=O)OC)C(C)C2)C1c1ccc(OC)c(O)c1 (centres undefined)	103.4	-1.0	-0.1	-5.1	-11.1	-11.8	24	0.1	6	99.0	100.5
Cc1c(NC(=O)C(=O)/C=C(\O)c2ccc(Cl)cc2)c(=O)n(-c2ccccc2)n1C	99.5	-2.0	1.5	14.0	2.0	-41.8	10	0.4	13	94.4	99.0
O=C1CC(N(CCc2ccccc2)C(=S)Nc2ccccc2)C(=O)N1c1ccccc1 (centres undefined)	98.3	-6.0	-8.2	8.7	19.0	-13.3	13	-1.0	9	100.9	99.0
CCOc1ccccc1OCC(=O)Nc1nnc(C)s1	109.3	0.0	3.5	·	12.1	2.4	30	0.1	117*	130.9	104.2
COc1cccc(/C(O)=C2\C(=O)C(=O)N(c3ccccn3)C2c2cccc(OC)c2OC)c1 (centres undefined)	100.9	0.0	5.7	5.9	11.2	-95.8	9	0.9	10	101.7	100.0
COc1cc(OC)c(S(=O)(=O)Nc2ccccc2N2CCCCC2)cc1NC(C)=O	100.7	·	·	-5.5	10.4	-49.0	·	·	8	?	99.7
COCCCn1c(Cc2csc(Nc3ccccc3)n2)nnc1SCC(N)=O	100.5	0.0	-2.1	·	15.8	-27.6	15	-1.2	4	104.1	94.0
O=C(NC(CSSCC(NC(=O)c1ccccc1)C(=O)O)C(=O)O)c1ccccc1 (centres undefined)	101.0	0.0	4.4	·	-0.9	1.3	24	0.2	8	101.4	102.2

(listing goes on)
SMILES	RGS4-Gao reg	Bim-Mcl-1	ABCG2 inh	Pf gamet viab	Mcl1 Noxa PPI	Mcl1-Bid inh	GSH bead fluor	ABCB1 block	Avidin bead fluor	RGS7-Gao	RGS8-Gao reg
c1ccc(N2CCN(CCc3nnc4n3CCCCC4)CC2)cc1	101.6	-3.0	30.1	-15.8	-7.6	-2.8	20	1.6	27	98.8	101.4
CN(C)CCNC(=O)COc1ccc(C23CC4CC(CC(C4)C2)C3)cc1	105.5	0.0	0.3	·	3.5	-5.8	18	-0.1	8	?	102.5
COC(=O)c1ccccc1NC(=O)CSc1nc(C)cc(C)n1	103.0	-2.0	2.1	·	19.7	-12.0	61	0.7	27	106.4	103.7
CCN(CC)CCNc1c2c(c(C#N)c3nc4ccccc4n13)CCCC2	100.4	-1.0	5.1	·	22.7	-16.9	31	2.3	23	106.6	100.0
O=[N+]([O-])c1cccc(/C=N/n2c(C3CCCCC3)n[nH]c2=S)c1	97.5	-18.0	9.1	-19.1	24.7	-51.9	16	-0.5	6	96.3	98.9
N/C(Cc1ccccc1)=N\OC(=O)c1cccc2ccccc12	95.5	-1.0	4.5	-3.5	8.0	11.3	11	1.5	1	95.6	98.7
CC(C)(C)c1ccc(C(=O)O)c(C(=O)c2ccc(C(=O)O)cc2)c1	102.3	·	·	3.3	18.3	-22.9	·	·	6	?	100.5
CCOC(=O)c1sc(=S)n(-c2ccccc2Cl)c1SC	99.2	-3.0	11.2	·	17.8	-7.1	35	1.6	11	98.0	101.2
O=C(O)Cc1cn(Cc2ccc(F)cc2)c2ccccc12	99.2	0.0	0.2	9.4	1.0	-43.8	7	-0.1	25	102.0	101.2
C=CCn1c(Cc2nc3ccccc3[nH]2)n[nH]c1=S	85.9	0.0	-2.7	·	0.8	-27.2	23	-0.7	0	85.9	62.8
Cc1c(CCO)c(=O)n(-c2ccccc2)n1S(=O)(=O)c1c(Cl)cc(Cl)cc1Cl	100.7	0.0	-2.6	·	-5.7	-7.2	14	-0.7	12	119.3	104.6
O=[N+]([O-])c1ccc(N2CCN(c3ccc(Cl)nn3)CC2)c(Cl)c1	96.9	0.0	3.0	19.0	-12.5	-1.8	22	0.5	28	95.8	99.6
CCOC(=O)C1=C(C)NC2=C(C(=O)CC(C)(C)C2)C1c1ccc(N(C)C)cc1 (centres undefined)	100.3	-6.0	16.3	·	·	-24.2	32	1.5	11	100.9	98.8

Laid out differently: entries from further up
Under each structure – RGS4-Gao reg	Bim-Mcl-1	ABCG2 inh	Pf gamet viab	Mcl1 Noxa PPI	Mcl1-Bid inh	GSH bead fluor	ABCB1 block	Avidin bead fluor	RGS7-Gao	RGS8-Gao reg
- O=C(N/N=C/c1cccc([N+](=O)[O-])c1)c1ccc2c(c1)OCCO2
→ 102.3	2.0	0.0	-12.2	-15.1	-21.3	21	-0.1	11	103.2	98.8
- c1ccc(N2CCN(CCc3nnc4n3CCCCC4)CC2)cc1
→ 101.6	-3.0	30.1	-15.8	-7.6	-2.8	20	1.6	27	98.8	101.4
